From PubChem BioAssay
D2 antagonist – D2 dopamine receptor (human) antagonism; HEK293 TREx D2 cells, calcium flux, dopamine EC80; inhibition, % at 10 µM; actives 2% (n = 340,000); AID 485344; in the data active = inhibition above about 30%; also: 0% is about no effect
Target sequence (P14416 whole entry, looked up): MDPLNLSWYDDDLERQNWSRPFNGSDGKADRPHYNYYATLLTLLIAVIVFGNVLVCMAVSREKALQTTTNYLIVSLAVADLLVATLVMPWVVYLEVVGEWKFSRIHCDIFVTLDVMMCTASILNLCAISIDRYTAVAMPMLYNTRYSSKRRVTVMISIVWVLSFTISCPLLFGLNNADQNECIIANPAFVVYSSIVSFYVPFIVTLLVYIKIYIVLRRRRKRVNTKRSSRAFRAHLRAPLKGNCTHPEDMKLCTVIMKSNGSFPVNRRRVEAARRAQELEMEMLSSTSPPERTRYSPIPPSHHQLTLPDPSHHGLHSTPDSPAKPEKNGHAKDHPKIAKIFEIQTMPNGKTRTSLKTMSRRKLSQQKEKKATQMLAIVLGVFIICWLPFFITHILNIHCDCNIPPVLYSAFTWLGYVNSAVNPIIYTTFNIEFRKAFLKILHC
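In this primary screen, negative modulation is detected by tracking calcium flux after an EC80 dopamine challenge in inducible HEK293 T-REx D2 cells preexposed to test compound for 180 s.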
D1 antag – human D1 dopamine receptor antagonism; activity change, negative = inhibition, % at 10 µM; AID 504652; actives 3.2% (n = 360,000); P21728; HEK293 TREx D1 cells, calcium flux, dopamine EC80; hits give low values; in the data active = activity change below about -30%; also: % is scaled to controls: 0 for no effect and ±100 for the full control effect
Target sequence (P21728 whole entry, looked up): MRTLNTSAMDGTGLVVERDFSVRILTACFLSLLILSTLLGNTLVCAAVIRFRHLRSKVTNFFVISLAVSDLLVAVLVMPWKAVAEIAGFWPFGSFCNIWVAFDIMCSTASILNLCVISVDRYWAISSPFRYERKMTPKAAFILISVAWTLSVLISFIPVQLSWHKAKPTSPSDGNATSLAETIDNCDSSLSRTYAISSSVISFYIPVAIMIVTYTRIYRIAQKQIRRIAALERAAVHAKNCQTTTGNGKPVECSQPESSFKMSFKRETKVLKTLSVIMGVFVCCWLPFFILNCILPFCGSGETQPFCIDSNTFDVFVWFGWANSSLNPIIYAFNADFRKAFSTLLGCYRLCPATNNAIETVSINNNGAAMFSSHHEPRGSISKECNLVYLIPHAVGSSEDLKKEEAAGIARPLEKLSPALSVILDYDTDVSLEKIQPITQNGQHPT
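Calcium flux readout: force-coupled, inducible Hek293 Trex D1 line, cells induced overnight at 30 C with tetracycline, dye-loaded 30–90 min at RT. Antagonism scored against EC80 dopamine challenge given 180 s after compound.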
D2 PAM – positively modulates the human D2 dopamine receptor allosterically; P14416; AID 485347; potentiation, % at 10 µM; actives 0.34% (n = 340,000); HEK293 T-REx D2, calcium flux, EC20 dopamine potentiation;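 active = potentiation over 3 SD above the plate norm, cut at about 30% in these data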; also: 0% is about no effect
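Potentiation of an EC20 dopamine calcium response measured kinetically over 180 s, after a preceding 180 s compound-only read flagging agonists. Cells: inducible Hek293 Trex D2 line, 4000/well, cultured overnight at 30 C before dye loading.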
RXFP1 ag – agonists of human relaxin receptor RXFP1; Q9HBX9; actives 0.3% (n = 370,000); HEK293T-RXFP1 cAMP TR-FRET, 30 min; response scale: percent of porcine relaxin response, buffer zero; Potency, µM (titrated, usually from 57.5 µM), for the others: top-dose activation, hits mostly activators; active = well fitted activation curve with a large enough effect; inconclusive = small, poorly fitted or top-dose-only effect; also: potency is read from the fitted curve at half-maximal effect; % is scaled to controls: 0 for no effect and ±100 for the full control effect; nearly all actives have a fitted effect of over 60% in size; many of its hits are not listed in these tables
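Agonist response is measured as cAMP accumulation in an RXFP1-transfected HEK293T line under PDE4 inhibition. Values are scaled between buffer-only and 29 nM porcine relaxin, and EC50s come from standard Hill equation fits.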
D2 ag – D2 dopamine receptor (human) agonism; P14416; HEK293 T-REx D2 cells, calcium flux agonist mode; activation, % at 2 µM; actives 0.53% (n = 340,000); AID 485358;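 active = activation over 3 SD above normal in the single-dose calcium agonist read, cut at about 30% in these data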; also: 0% is about no effect
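Tetracycline-induced HEK293 T-REx cells with force-coupled D2 receptor, plated overnight at 30 C, loaded with no-wash calcium dye. After a 10 s baseline, compound was pin-added and calcium flux read kinetically for 180 s; calcium rises flagged agonists.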
D1 PAM – potentiators of human D1 dopamine receptor. P21728. HEK293 TREx D1 cells, calcium flux, dopamine EC20 potentiation. potentiation, % at 10 µM. actives 0.036% (n = 360,000). AID 504651; in the data active = potentiation above about 30%; also: 0% is about no effect
RXFP1 antag – RXFP1 (human) relaxin receptor antagonism | HEK293-RXFP1, relaxin-stimulated cAMP HTRF, 30 min; hits give low values | AID 1259400 | actives 0.59% (n = 350,000) | Q9HBX9 | activity change, negative = inhibition, % at 57.5 µM;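 active = activity change of -60% or lower, but not beyond a set lower limit; inconclusive = change between -60% and -40%, or beyond the set limit; inactive = change above -40%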; also: % is scaled to controls: 0 for no effect and ±100 for the full control effect
TRHR PAM – allosteric enhancers of human TRH receptor. P34981. TRHR cells, fluo-8 calcium fluorescence, EC20 TRH enhancement. actives 0.66% (n = 360,000). enhancement, % at 2 µM; in the data active = enhancement above about 30%; also: 0% is about no effect
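TRHR-expressing cells loaded with fluo-8 calcium dye were read kinetically (ex 480/em 530) during compound addition, then stimulated with an EC20 of TRH (10 nM final). Enhancement of the Gq-mediated intracellular calcium response was scored.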
D1 ag – human D1 receptor agonism; P21728; HEK293 T-REx D1 cells, calcium flux, agonist mode; activation, % at 2 µM; actives 1% (n = 360,000); in the data active = activation above about 30%; also: 0% is about no effect
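Inducible HEK293 T-REx D1 cells, force-coupled to calcium signalling, were plated at 4000 cells/well with tetracycline and held overnight at 30 C. After no-wash calcium dye loading, compound-evoked calcium rise over 180 s flagged agonists.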
* hit, by the source's call; u = inconclusive; x = not tested or not shown.

The opening three records, ahead of the listing:
Each structure is followed by: D2 antagonist	D1 antag	D2 PAM	RXFP1 ag	D2 ag	D1 PAM	RXFP1 antag	TRHR PAM	D1 ag
- CC(C)c1ccc(NC(=O)C2CCN(C(=O)[C@@H]3Cc4ccccc4CN3)CC2)cc1
    -1	-6	3	-3.0%	-0.9	-3	u	23	19
- COc1ccc(CCn2c(=N)c(C(=O)NCc3ccco3)cc3c(=O)n4cccc(C)c4nc32)cc1
    -17	11	2	4.2%	0.2	13	-12	2	1
- c1ccc(-c2ccc(C3=Nn4c(Cn5nnc6ccccc65)nnc4SC3)cc2)cc1
    -2	-6	-12	1.1%	-0.2	-2	-3	4	4

All compounds of this part (from the top)
Each structure is followed by: D2 antagonist	D1 antag	D2 PAM	RXFP1 ag	D2 ag	D1 PAM	RXFP1 antag	TRHR PAM	D1 ag
- CC(C)c1ccc(NC(=O)C2CCN(C(=O)[C@@H]3Cc4ccccc4CN3)CC2)cc1
    -1	-6	3	-3.0%	-0.9	-3	u	23	19
- COc1ccc(CCn2c(=N)c(C(=O)NCc3ccco3)cc3c(=O)n4cccc(C)c4nc32)cc1
    -17	11	2	4.2%	0.2	13	-12	2	1
- c1ccc(-c2ccc(C3=Nn4c(Cn5nnc6ccccc65)nnc4SC3)cc2)cc1
    -2	-6	-12	1.1%	-0.2	-2	-3	4	4
- O=C(OCc1nnc(-c2cccs2)o1)C1=NN(c2ccccc2)C(=O)CC1
    -7	13	16	0.1%	-0.2	x	0	-2	5
- Cc1ccccc1CNCc1ccc2c(c1)OCO2
    -28	-4	5	-3.4%	0.0	5	-4	-7	23
- O=C(Nc1ccccc1)c1c2c(nc3ccccc13)CCCC2
    20	-4	-14	-1.2%	-0.9	-5	0	1	4
- O=C(NC1CCCCCC1)c1c(O)c2cccc3c2n(c1=O)CCC3
    -13	12	-5	0.8%	0.6	-4	x	-2	0
- COc1ccc2[nH]c(=O)c(CN(CC3CCCO3)C(=O)Nc3ccccc3OC)cc2c1 (configuration not stated)
    -28	-1	8	-0.5%	0.2	-3	3	8	4
- CCCN(CCC)Cc1c(C(=O)N/N=C/c2c[nH]c3ccccc23)nnn1-c1nonc1N
    9	2	18	0.5%	3.0	0	-29	9	4
- COc1ccccc1Nc1nc(N)nc(CN2CCN(Cc3ccccc3)CC2)n1
    -18	-37*	-11	-0.1%	-0.4	-5	5	-6	0
- Cc1ccc(-c2cc(C(=O)Nc3cc(C)ccc3O)no2)cc1
    x	-8	2	0.6%	x	2	6	0	3
- CC(C)CC(C(=O)NCCc1ccccc1)N1Cc2ccccc2C1=O (configuration not stated)
    x	-4	5	-0.5%	0.2	4	-3	-10	-1
- NC(=O)CSc1nnc(-c2ccccn2)n1Cc1ccco1
    -3	-8	7	1.1%	-0.1	6	-7	-14	1
- O=C(O)c1cnc(N2CCOCC2)nc1
    -24	22	4	0.4%	0.1	-6	0	5	-1
- CC(C)(C)c1ccc(-c2noc(CCC(=O)Nc3cccc(Cl)c3)n2)cc1
    x	-3	10	1.6%	1.8	1	-10	28	8
- CC(C)Oc1ccc(CNC(=O)c2ccc(NC(=O)c3nsc4ccccc34)cc2)cc1
    x	-12	x	3.0%	1.2	-1	-9	4	7
- CCCCN1C(=O)C(=O)N(CC(=O)N2N=C3/C(=C/c4ccco4)CCCC3C2c2ccco2)C1=O (configuration not stated)
    -7	6	16	3.3%	-0.2	-2	-14	-5	6
- Cc1ccc(NC(=O)Cn2c(O)c(N=NC(N)=O)c3ccccc32)cc1
    2	-22	-3	0.0%	0.2	-2	-14	-6	3
- O=C(NC(=S)NNC(=O)c1ccccc1[N+](=O)[O-])c1ccc(Br)cc1
    x	-3	x	1.9%	x	-6	-12	13	2
- CCOCCCn1c(=N)c(C(=O)NCc2ccccc2)cc2c(=O)n3ccccc3nc21
    x	7	-16	28%	-0.6	1	x	-7	-3
- O=C(O)CNS(=O)(=O)c1ccc2c(c1)CCCC2
    4	-2	-3	2.4%	0.4	2	-6	-6	0
- Cc1ccccc1-c1nc(CN2CCC(C(=O)NCc3cccs3)CC2)c(C)o1
    -9	1	-18	1.0%	14	-6	-7	3	8
- CCCCNC(C(=O)Nc1ccc([N+](=O)[O-])cc1Br)c1ccccc1 (configuration not stated)
    -11	0	2	-0.4%	-1.0	3	-16	15	1
- CCN(CC)C(=O)CSC1=C(C#N)C(c2cccs2)C=C(C)N1 (configuration not stated)
    -9	3	5	u	-0.1	0	1	-8	3
- NS(=O)(=O)c1ccc(NC(=O)COC(=O)c2cc(Cl)ccc2[N+](=O)[O-])cc1
    17	12	4	4.0%	0.2	2	-21	4	2
- Cc1c(C(=O)N2CCC(C)CC2)c(S(=O)(=O)Nc2ccc(OC(F)(F)F)cc2)c(C)n1C
    x	0	6	-0.5%	1.9	1	-10	-2	-2
- CCN(c1ccc(C)cc1C)S(=O)(=O)c1nnc(NC(=O)C(C)C)s1
    18	24	-5	1.5%	0.0	-8	-11	3	1
- Cc1ccn2c(=O)c(NC(=O)c3ccc(Br)o3)c(C)nc2c1
    4	-6	5	0.3%	0.2	-6	3	-9	1
- C=CCNC(=O)C(C#N)c1nc2ccccc2nc1N1CCCCCC1 (configuration not stated)
    -22	-5	14	4.0%	0.6	-3	10	2	4
- Cn1c(=O)c2ccccc2n(Cc2ccccc2F)c1=O
    -17	-3	3	10%	0.3	3	10	-2	14
- COc1cc2ncc(S(=O)(=O)c3ccccc3)c(N3CCCC(C)C3)c2cc1OC (configuration not stated)
    -9	6	4	6.9%	7.3	2	11	-3	5
- COc1ccccc1NC(=O)c1cccc(S(=O)(=O)N2CCN(Cc3ccccc3)CC2)c1
    10	-2	1	0.9%	-0.3	0	-1	-4	3
- Cc1cc2c(n1-c1ccc(Cl)cc1)CC(C)(C)CC2=O
    -2	-3	-9	0.1%	0.0	0	-7	6	0
- CCCNc1ccc(-c2nc(-c3ccco3)no2)cc1[N+](=O)[O-]
    x	-4	-3	1.1%	0.3	5	x	6	0
- CCn1c(SCC(=O)N/N=C/c2ccc(C)o2)nnc1-c1ccc(C)cc1
    -11	-1	7	3.1%	-0.4	-3	-12	2	-1
- COc1ccc(Cn2cnc3c(NS(C)(=O)=O)c(C)c(C)cc32)cc1
    -16	0	-1	1.9%	0.7	-9	3	-3	8
- COc1ccccc1Nc1c2c(nc3ccc(N)cc13)CCCC2
    9	-17	-6	3.3%	-1.1	-2	-8	-1	-1
- CS(=O)(=O)N1Cc2ccccc2CC1C(=O)Nc1ccccc1C(N)=O (configuration not stated)
    -1	2	-3	3.3%	-0.7	0	8	0	1
- Cc1nc2cc(N3CCCCC3)c(NC(=O)c3cccnc3)cc2c(=O)n1Cc1ccccc1
    9	23	-2	10%	-0.1	7	1	-2	1
- COc1ccc(C(=O)N2CCN(C(=O)c3ccco3)CC2)cc1OC
    0	3	-9	0.2%	0.5	-1	-10	1	3
- Cc1ccc(S(=O)(=O)NC(=O)c2cc(C)n(C3CC3)c2C)cc1
    -6	-2	10	0.1%	13	-2	4	0	4
- COC(=O)c1c(C)oc2ccc(N(C(=O)c3ccncc3)S(=O)(=O)c3ccc(Br)cc3)cc12
    x	-37*	11	-2.2%	0.2	0	-8	-10	12
- Cc1ccc(NC(=O)CN(c2ccccc2)S(=O)(=O)N(C)C)cc1C
    8	0	5	-2.4%	0.1	-8	-10	9	8
- COCCCN1C(=O)C(=O)/C(=C(/O)c2ccc(OCC(C)C)cc2)C1c1cccnc1 (configuration not stated)
    x	-7	x	10%	x	-7	5	24	3
- O=C1OC(c2ccccc2)=N/C1=C\C=C\c1ccccc1[N+](=O)[O-]
    -10	4	-1	-1.6%	0.8	3	-6	1	3
- CCOC(=O)N1CCN(c2c(NCCN3CCCCC3CC)c(=O)c2=O)CC1 (configuration not stated)
    -13	-21	1	-0.1%	0.9	x	x	1	2
- Cc1ccc(NC(=O)Cn2c(=O)n(Cc3nc(C)no3)c(=O)c3cc4c(cc32)OCO4)c(C)c1
    x	5	-8	15%	-0.5	0	-10	-6	1
- COC(CNC(=O)c1cc(Sc2nnc(C)s2)nc2ccccc12)OC
    -10	11	4	-0.9%	-0.3	-1	2	14	4
- CN1CCN(C(c2ccc(Br)cc2)c2cc(Cl)c3cccnc3c2O)CC1 (configuration not stated)
    x	5	x	-0.3%	x	-7	-13	21	18
- CCCC1CCc2c(c3ccccc3[nH]c2=O)O1 (configuration not stated)
    26	4	4	-0.2%	-0.8	1	-8	-1	7
- O=C(O)CCCN1C(=O)C2C3CC(C2C1=O)C1C(c2ccccc2)c2sc(=O)n(-c4ccccc4)c2SC31 (configuration not stated)
    -18	14	2	-2.3%	0.3	1	0	1	3
- CC(=O)N(C)c1ccc(NC(=O)C(F)(F)F)cc1
    -1	-9	-12	-3.9%	0.0	-3	10	-6	-1
- Cc1ccc(C)c(NC(=O)Cn2c(=O)n(Cc3ccccc3)c(=O)c3oc4ccccc4c32)c1
    x	-1	3	1.3%	0.4	-4	-9	0	0
- CCOC(=O)c1oc2cccc(OC(C)=O)c2c1C
    37*	6	-7	0.4%	0.7	-1	9	-7	2
- CSc1cccc(NC(=O)Cn2c3ncccc3c(=O)n2-c2ccc(C)cc2)c1
    x	-24	3	2.1%	0.2	-7	-18	15	4
- COc1ccc(C2C(C(N)=O)=C(C)Nc3ncnn32)cc1 (configuration not stated)
    -10	8	10	0.8%	0.7	0	-8	15	2
- O=S(=O)(NCC1CCCO1)c1ccccc1 (configuration not stated)
    -7	1	-6	-0.8%	0.3	-2	-5	0	1
- COc1cccc(OC)c1C(=O)Nc1ccccc1N1CCCCC1
    -11	5	-5	0.9%	1.0	-2	4	-14	12
- O=C(Nc1ccc(S(=O)(=O)NCCc2ccccc2)cc1)c1ccc(Br)o1
    -24	-16	1	-0.6%	0.1	-8	-4	7	11
- COC(=O)/C=C1\S/C(=N/N=C/c2ccco2)NC1=O
    -1	6	-7	-1.1%	-0.1	-4	21	-2	1

Next part.
Each structure is followed by: D2 antagonist	D1 antag	D2 PAM	RXFP1 ag	D2 ag	D1 PAM	RXFP1 antag	TRHR PAM	D1 ag
- O=C1CC(C(=O)Nc2ccccc2)S/C(=N\N=C\c2ccco2)N1 (configuration not stated)
    -8	-12	14	0.1%	-1.7	-8	5	-28	2
- CCc1ccc(Nc2c([N+](=O)[O-])c(=O)oc3ccccc23)cc1
    -2	-12	-11	-0.2%	-0.6	-4	12	4	3
- Cc1oc2ccc(O)cc2c1C(=O)c1ccc([N+](=O)[O-])cc1
    -3	-25	1	2.6%	0.0	-4	-3	-1	1
- CC(Sc1ccccn1)C(=O)Nc1ccc2c(c1)OCO2 (configuration not stated)
    13	19	-22	-2.3%	-1.8	x	-2	0	4
- FC(F)(F)COc1cc(-c2nnc(SCc3ccccc3)n2Cc2ccco2)cc(OCC(F)(F)F)n1
    -11	-1	10	0.7%	2.7	-4	3	-5	32*

Only part of the results is shown; the hit share may differ from the screen's.
